# Screening results: PubChem BioAssay, Sanford-Burnham Center for Chemical Genomics
# APJ ag – APJ receptor agonism; P35414; CHO-K1 APJ PathHunter beta-arrestin, luminescence; 0% DMSO wells, 100% apelin; activation, % at 20 µM; 0.11% of 330,000 active; AID 2520;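 active means activation more than six SD over the plate average, tested at 20 µM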;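 further: 0% = DMSO alone and 100% = apelin-13 at 10 nM; some results filed as inactive read as strong as hits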
# Target sequence (P35414 whole entry, looked up): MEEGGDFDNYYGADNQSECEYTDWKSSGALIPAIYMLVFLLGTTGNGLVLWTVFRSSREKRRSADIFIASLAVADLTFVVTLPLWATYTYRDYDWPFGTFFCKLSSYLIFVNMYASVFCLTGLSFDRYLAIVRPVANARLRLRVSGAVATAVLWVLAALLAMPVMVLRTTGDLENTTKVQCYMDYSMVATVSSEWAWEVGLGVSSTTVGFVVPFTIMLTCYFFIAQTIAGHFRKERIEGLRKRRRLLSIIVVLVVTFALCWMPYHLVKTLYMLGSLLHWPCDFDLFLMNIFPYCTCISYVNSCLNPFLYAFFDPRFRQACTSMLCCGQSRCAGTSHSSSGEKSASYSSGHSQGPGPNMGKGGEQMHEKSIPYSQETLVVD
#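 Assay system: CHO-K1 APJ beta-arrestin complementation cell line / Compound: single test compound dose, 20 µM final, 1% DMSO / Times: overnight seeding, 90 min compound at 25 °C, 1 h detection / Technique: beta-gal luminescence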
# APJ antag – antagonists of human APJ apelin receptor | 0.32% of 330,000 active | CHO-K1 APJ beta-arrestin complementation, luminescence | P35414 | inhibition, % at 20 µM;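 active means inhibition above about 40% at 20 µM, limit read from the data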;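 further: cells challenged with 10 nM apelin-13 agonist together with compound; plate controls were apelin-13 plus DMSO wells for no effect and DMSO wells lacking apelin-13 for full effect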
# CCR6 antag – blocks CCL20-driven beta-arrestin recruitment at human CCR6 | P51684 | CHO-K1 CCR6 PathHunter beta-arrestin, luminescence, CCL20-stimulated | inhibition, % at 20 µM | 0.49% of 340,000 active | AID 493098;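 active means compounds whose inhibition of the agonist-driven luminescence signal at 20 µM reaches about 50%, limit read from the data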;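 further: cells stimulated with CCL20 at 14 nM final; plate controls were DMSO with CCL20 for no effect and DMSO without agonist for full effect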
# Gli-Sufu block – Gli-Sufu pathway antagonism. Sufu-KO-LIGHT fibroblasts, Gli luciferase reporter luminescence. inhibition, % at 5 µM. 0.74% of 340,000 active;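 active means inhibition above about 55%, limit read from the data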;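 further: 0% = DMSO-treated cells and 100% = wells with medium but no cells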
# CXCR6 inh – blocks human CXCR6 beta-arrestin recruitment. O00574. CHO-K1 PathHunter CXCR6 beta-arrestin, luminescence. inhibition, % at 20 µM. 0.36% of 360,000 active. AID 602244; in the data active means inhibition above about 34%, passing the limit was not always enough;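 further: antagonist mode with CXCL16 agonist at 10 nM final; 0% = 10 nM CXCL16 with DMSO and 100% = unstimulated wells without agonist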
# Target sequence (O00574 whole entry, looked up): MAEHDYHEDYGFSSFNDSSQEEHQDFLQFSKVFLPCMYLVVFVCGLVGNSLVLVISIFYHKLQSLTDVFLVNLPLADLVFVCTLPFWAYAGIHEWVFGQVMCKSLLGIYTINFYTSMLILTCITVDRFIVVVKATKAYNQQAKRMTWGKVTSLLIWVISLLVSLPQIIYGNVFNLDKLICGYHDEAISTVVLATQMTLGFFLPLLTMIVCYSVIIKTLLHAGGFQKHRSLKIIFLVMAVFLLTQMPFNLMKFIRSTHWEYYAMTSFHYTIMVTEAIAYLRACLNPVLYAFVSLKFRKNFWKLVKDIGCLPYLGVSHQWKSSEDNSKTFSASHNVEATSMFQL
# ATG4B inhibitor – blocks human ATG4B protease cleavage of LC3 substrate. inhibition, % at 8.33 µM. Q9Y4P1. ATG4B cleavage of LC3-PLA2, NBD-HPC fluorescence, 1 h. 0.51% of 340,000 active; in the data active means inhibition above about 40%
# EBI2 antag – blocks human EBI2 receptor beta-arrestin signaling; EBI2 beta-arrestin recruitment, luminescence, 7a,25-OHC stimulated; 0.81% of 360,000 active; P32249; AID 651636; inhibition, % at 5 µM; in the data active means inhibition above about 38%;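 further: enzyme fragment complementation signal reports receptor beta-arrestin coupling in cells; 0% = agonist plus DMSO wells and 100% = wells without agonist; some results beyond the cut were filed as inactive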
# UBC13 polyUb – blocks human UBC13 polyubiquitin chain formation | TR-FRET | inhibition, % at 20 µM | 0.47% of 330,000 active | AID 485273; in the data active means inhibition above about 45%, passing the limit was not always enough
# Target sequence (P61088 whole entry, looked up): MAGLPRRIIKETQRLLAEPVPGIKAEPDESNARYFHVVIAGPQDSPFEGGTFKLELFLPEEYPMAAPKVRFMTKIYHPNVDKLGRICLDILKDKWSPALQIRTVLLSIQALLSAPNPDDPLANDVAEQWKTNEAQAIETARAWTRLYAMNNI
# The depositor's hits bear a star; / = not tested or not shown.
# A first look:
SMILES,APJ ag,APJ antag,CCR6 antag,Gli-Sufu block,CXCR6 inh,ATG4B inhibitor,EBI2 antag,UBC13 polyUb
CCn1c(CC(=O)Nc2ccccc2)n[nH]c1=S,6,14,-2,19,-11,-18,2,-6
CC(=Nc1ccccc1)c1sc2ccccc2c1O,0,-4,22,-89,0,16,13,1
O=C(O)c1cccc(Nc2ncnc3sccc23)c1,0,-10,-6,3,0,-5,-8,0
CC(=O)Nc1ccc(C(=O)NNC(=O)CCCCC(=O)NNC(=O)c2ccc(NC(C)=O)cc2)cc1,-5,7,-17,-6,-8,5,-5,-1
CC(=O)c1ccc(S(=O)c2ccccc2)cc1 (centres undefined),-4,-8,3,-5,-1,-1,-5,9
Cc1ccccc1CSCCNC(=O)c1ccc(N(C)S(=O)(=O)c2ccccc2)cc1,-5,11,32,-11,7,17,17,1
CC1(C)CC2CC(C)(CN2C(=O)COC(=O)c2cc(Cl)cc(Cl)c2N)C1 (centres undefined),-1,17,11,0,10,3,14,20
COCCCNC(=O)C1CCCN(S(C)(=O)=O)C1 (centres undefined),0,6,10,/,-4,11,-6,5
O=C(COc1cc(Cl)c(Cl)cc1Cl)NCCc1ccccn1,-2,6,-7,-6,4,-4,7,3
Cc1ccc(C(=O)ONC(=O)c2ccc(Cl)cc2)cc1[N+](=O)[O-],6,-55,-10,/,-26,9,7,1
O=C(Nc1nc2nc(-c3ccccc3)cc(-c3ccccc3)n2n1)c1ccco1,-4,5,19,-4,11,42*,-20,8
COc1ccc(NC(=O)CC2(CC(=O)O)CCCC2)cn1,-1,-5,-5,1,4,8,8,-24
CN(C)CCCNC(=S)N(CCCO)Cc1cc2cc3c(cc2[nH]c1=O)OCO3,-1,-27,11,-3,0,1,-8,-2
O=C(NC(=S)Nc1ccc(N2CCOCC2)cc1)c1cccs1,-2,5,28,-68,12,-5,0,13
O=C(CSc1nc(C2CC2)nc2ccccc12)N1c2ccccc2Sc2ccccc21,-3,-12,16,6,6,7,12,-1
COc1ccc2oc(=O)c(/C(C)=N/Nc3ccccc3)cc2c1,2,-10,14,-6,14,2,-4,6

# The listing (from the top)
SMILES,APJ ag,APJ antag,CCR6 antag,Gli-Sufu block,CXCR6 inh,ATG4B inhibitor,EBI2 antag,UBC13 polyUb
CCn1c(CC(=O)Nc2ccccc2)n[nH]c1=S,6,14,-2,19,-11,-18,2,-6
CC(=Nc1ccccc1)c1sc2ccccc2c1O,0,-4,22,-89,0,16,13,1
O=C(O)c1cccc(Nc2ncnc3sccc23)c1,0,-10,-6,3,0,-5,-8,0
CC(=O)Nc1ccc(C(=O)NNC(=O)CCCCC(=O)NNC(=O)c2ccc(NC(C)=O)cc2)cc1,-5,7,-17,-6,-8,5,-5,-1
CC(=O)c1ccc(S(=O)c2ccccc2)cc1 (centres undefined),-4,-8,3,-5,-1,-1,-5,9
Cc1ccccc1CSCCNC(=O)c1ccc(N(C)S(=O)(=O)c2ccccc2)cc1,-5,11,32,-11,7,17,17,1
CC1(C)CC2CC(C)(CN2C(=O)COC(=O)c2cc(Cl)cc(Cl)c2N)C1 (centres undefined),-1,17,11,0,10,3,14,20
COCCCNC(=O)C1CCCN(S(C)(=O)=O)C1 (centres undefined),0,6,10,/,-4,11,-6,5
O=C(COc1cc(Cl)c(Cl)cc1Cl)NCCc1ccccn1,-2,6,-7,-6,4,-4,7,3
Cc1ccc(C(=O)ONC(=O)c2ccc(Cl)cc2)cc1[N+](=O)[O-],6,-55,-10,/,-26,9,7,1
O=C(Nc1nc2nc(-c3ccccc3)cc(-c3ccccc3)n2n1)c1ccco1,-4,5,19,-4,11,42*,-20,8
COc1ccc(NC(=O)CC2(CC(=O)O)CCCC2)cn1,-1,-5,-5,1,4,8,8,-24
CN(C)CCCNC(=S)N(CCCO)Cc1cc2cc3c(cc2[nH]c1=O)OCO3,-1,-27,11,-3,0,1,-8,-2
O=C(NC(=S)Nc1ccc(N2CCOCC2)cc1)c1cccs1,-2,5,28,-68,12,-5,0,13
O=C(CSc1nc(C2CC2)nc2ccccc12)N1c2ccccc2Sc2ccccc21,-3,-12,16,6,6,7,12,-1
COc1ccc2oc(=O)c(/C(C)=N/Nc3ccccc3)cc2c1,2,-10,14,-6,14,2,-4,6
COC(=O)c1sc2cc(C(F)(F)F)cnc2c1-c1cccnc1,-2,0,1,-26,-2,-5,-5,-18
CCCCCCCN1C=CC(=O)CC1,-4,5,10,-42,13,-7,4,-7
COc1cccc(C(=O)N(Cc2nc(-c3cccc(C)c3)no2)C(C)C)c1OC,1,-6,5,-3,8,5,5,-6
COc1cccc(-c2sc3ccccc3c2-c2ccc(OCCN3CCCC3)cc2)c1,0,-12,30,2,-12,4,-24,84*
O=C(Nc1ccnn1C1CCN(Cc2ccccc2F)CC1)C1CCCC1,-1,-3,13,13,5,14,-2,-4
Cc1cc(C)cc(OCC(=O)Nc2ccc(N3CCN(C(=O)c4ccco4)CC3)cc2)c1,15,-7,-2,6,-13,-4,3,-8
O=C(NCCCN1CCOCC1)c1sc2cc(F)ccc2c1Cl,-2,-6,8,2,11,-9,-15,9
CC(=O)c1ccc(NC(=O)Nc2ccc3c(c2)N(C)C(=O)CS3)cc1,0,0,-11,-12,-9,-20,4,10
COc1ccc(/C=C2/CCCC(CN(C)C)C2=O)cc1 (centres undefined),/,/,27,-4,35,4,5,/

# The closing 2 entries of the section above lead into the next.
SMILES,APJ ag,APJ antag,CCR6 antag,Gli-Sufu block,CXCR6 inh,ATG4B inhibitor,EBI2 antag,UBC13 polyUb
CC(=O)c1ccc(NC(=O)Nc2ccc3c(c2)N(C)C(=O)CS3)cc1,0,0,-11,-12,-9,-20,4,10
COc1ccc(/C=C2/CCCC(CN(C)C)C2=O)cc1 (centres undefined),/,/,27,-4,35,4,5,/
COc1ccc(S(=O)(=O)Nc2ccc3c(c2)N(C(C)=O)CCC3)cc1,11,6,6,41,0,-4,-2,2
CN(CCCNC(=O)CN1C(=O)CC(C)(C)S(=O)(=O)c2ccccc21)C1CCCCC1,/,/,14,-15,2,14,0,/
O=C(O)c1cc(NS(=O)(=O)c2ccc(F)cc2)cc(NS(=O)(=O)c2ccc(F)cc2)c1,-1,5,-3,-7,-1,10,1,-16
CCOC(=O)N1CCN(C(=S)Nc2cc(S(=O)(=O)N3CCOCC3)ccc2Cl)CC1,0,13,-6,-7,-4,-8,0,1
CSCCC(NC(=O)c1ccccc1Br)C(=O)NNC(=O)c1cc(C)oc1C (centres undefined),-2,9,-4,-4,-2,-2,-7,-9
CCOc1ccc(C(=O)NCCC(=O)N2CCC3(CC2)NCCc2[nH]cnc23)cc1,0,31,15,-5,-1,-4,0,3
O=C(NNc1nc(Nc2ccccc2)nc(N2CCOCC2)n1)Nc1ccc(Cl)cc1,3,-9,-8,21,3,-10,3,-1
CN(C(=O)c1cccc(NC(=O)Cc2cccc(NC(=O)C3CCN(C(=O)C4CCCC4)CC3)c2)c1)C1CC1,/,/,0,2,-3,6,-4,/
COc1cc(NC(=O)[C@H]2CCCN2S(=O)(=O)c2cccc3cccnc23)cc(OC)c1OC,2,-54,6,-26,-1,-10,-3,0
CCOc1cccc(=O)c2c(C)n(CC(=O)c3ccccc3)c(C)c12,-4,-5,10,43,12,4,-9,5
CCN(CC)c1c([N+](=O)[O-])c(=O)oc2ccccc12,-4,11,-2,-2,0,11,-4,4
Cc1c(C(=O)N2CCC(C)CC2)sc2ncnc(N(C)c3ccccc3)c12,-4,14,13,7,3,-3,15,15
COc1ccc(C(=O)Nc2cc(C)nn2-c2ccc(C)cc2)cc1,0,3,2,1,3,-3,-11,2
CCC(C)Sc1ccc([C@@H]2[C@@H]3C(=O)N(CC)C(=O)[C@@H]3[C@]3(C(=O)OC)CCCCN23)cc1 (some centres undefined),-1,-4,26,-7,10,-5,23,2
COc1ccc(Br)cc1/C=C/C(=O)Nc1c(C)cccc1C,-2,4,11,11,0,40,24,-5
COc1ccc(C(=O)Nc2ccccc2C(=O)NCCN2CCOCC2)cc1OC,4,11,13,37,5,-9,-1,6
CCOC(=O)c1c(NC(=O)/C=C/C(=O)O)sc(C)c1-c1ccc(C)c(C)c1,-2,2,6,-13,-6,3,-10,-4
Cc1ccccc1OCC(=O)NNC(=O)c1cc(S(=O)(=O)N2CCOCC2)ccc1N1CCCC1,-5,13,11,3,1,1,12,-4
O=S(=O)(c1ccccc1)c1cnn(-c2ccccc2)c1-c1ccc(Cl)cc1,-4,5,23,4,14,10,15,5
COC(=O)c1cc(N=Nc2c(C)[nH]c3ccccc23)cc(C(=O)OC)c1,-2,13,29,2,10,-3,8,-21
Cc1nn2c(-c3ccccc3)nnc2c2ccccc12,-2,15,15,-9,6,2,-3,6
Cc1cc2ccccn2c1C(=O)c1ccc(Cl)cc1,-5,4,6,-14,10,25,13,16
O=C(CN1CCCCC1)NC1CCc2cc3c(cc21)CCC3 (centres undefined),1,-21,5,4,-2,-11,9,-5
COc1cccc(NC(=O)c2ccc3c(c2)N(C)CCS3)c1,3,15,14,-93,10,-6,6,18
CCN(CC)CCNC(=O)c1ccc(NC(=O)c2c(C)nn(-c3ccc(F)cc3)c2Cl)cc1,8,21,17,-5,4,-5,1,5
# The list goes on.
SMILES,APJ ag,APJ antag,CCR6 antag,Gli-Sufu block,CXCR6 inh,ATG4B inhibitor,EBI2 antag,UBC13 polyUb
CCN(CC)c1ccc(NC(=O)CSc2nc3ccccc3c(=O)n2-c2cc(S(=O)(=O)N(C)C)ccc2C)cc1,-3,-7,11,18,2,0,9,-8
Cc1n[nH]c(C)c1CCCCOc1ccc([N+](=O)[O-])cc1,-3,2,4,2,1,-1,-4,9
O=C(N/N=C/c1cccc2nccnc12)c1ccncc1,3,15,0,-4,-8,2,6,-19
CSc1ccc(S(=O)(=O)NC2CC3CCC2C3)cc1 (centres undefined),-1,-2,-2,-6,-1,-8,-11,-7
O=c1o[nH]c(-c2ccccc2)c1C=Nc1ccc(Cl)cc1,0,17,10,7,-16,2,8,2
Cc1ccc2nc(N/N=C/c3ccccc3F)nc(-c3ccccc3)c2c1,-3,9,15,-1,-4,46*,17,6
Cc1cc(C)c(S(=O)(=O)c2ccccc2C(C)C)c(=O)[nH]1,/,/,-6,-4,-2,-4,0,/
COCC(C)NC(=O)c1cc2c(ccc3ccccc32)oc1=O (centres undefined),-4,12,3,6,-6,-3,-1,27
COc1cc(/C=N/Nc2ccccn2)cc(OC)c1O,0,-50,-5,-2,-18,-4,1,-11
O=C(O)C1C2C=CC(C2)C1C(=O)NCc1ccccc1F (centres undefined),-1,-2,-13,3,0,4,-6,4
Cc1sc2nc(CN(C(=O)c3cccs3)C3CCCC3)[nH]c(=O)c2c1C,8,-7,0,3,13,0,7,4
CC(=O)Nc1ccc(/C=C/c2noc(-c3ccccc3O)n2)cc1,-3,-3,11,-55,-7,1,25,4
O=C(COC(=O)/C=C/c1ccc(S(=O)(=O)N2CCOCC2)cc1)NCc1ccc2c(c1)OCO2,-2,20,-1,-9,-6,-21,-12,1
O=C(CCNC(=O)C1CCN(S(=O)(=O)c2ccccc2)CC1)NCc1ccccn1,-6,11,17,-6,-5,0,4,-4
Cn1cccc1C(=O)NC(=O)CSc1nc2ccccc2s1,-3,-17,-10,-16,0,-1,-8,-5
O=S(=O)(c1ccc(Br)s1)N1CCN(c2ccccn2)CC1,-5,7,16,7,0,0,-7,1
